D3 antag – antagonists of human D3 dopamine receptor. D3R cells, DiscoveRx beta-arrestin luminescence, antagonist mode; stronger effect = lower value. 2.5% of 360,000 active. AID 652054. P35462. max response, negative = inhibition, %; in the data active = max response below about -50%; inconclusive = no clear call, values can overlap the other calls; also: % is scaled to controls: 0 for no effect and ±100 for the full control effect; mostly tested at two doses, the higher about 12 µM
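Cells expressing the human receptor were seeded at 1500 cells/well, incubated overnight at 37 degrees C in 5% CO2, then exposed to library compounds with dopamine controls for 90 minutes at 37 degrees C before luminescent detection.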
DRD3 agonist – agonists of human D3 dopamine receptor | 0.58% of 410,000 active | D3R DiscoveRx beta-arrestin cells, luminescence, 90 min | max activation, % | P35462 | AID 652048; in the data active = max activation above about 30%; also: 0% is about no effect; mostly tested at two doses, the higher about 12 µM
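Cells at 1500/well, incubated overnight, then treated with pinned compounds (dopamine as control) for 90 min at 37 degrees C. DiscoveRx reagent added for 30 - 60 minutes at room temperature; luminescence read.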
TDP-43 yeast inh – TDP-43 toxicity inhibition in yeast; TDP-43 expressing yeast growth rescue, BacTiter-Glo, 24 h; Potency, µM (highest dose often 46.1 µM), for inactives: at the highest dose growth rescue (activation), usual class: activators; 1.8% of 410,000 active; also: potency is read from the fitted curve at half-maximal effect; % of control where 0% means no effect; nearly all actives have a fitted effect of over 50% in size
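Readout is BacTiter-Glo luminescence of cell growth, so inhibitors register as activators. TDP-43-expressing yeast at OD600=0.02 in galactose medium, after raffinose pregrowth to mid-log, were incubated with compound for 24 hr at 30 deg C.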
EPAC2 ag – activates human EPAC2 exchange factor; EPAC2 activation, biochemical qHTS; response scale: 100% = 6.5 mM cAMP response; Potency, µM (series often up to 154 µM), for the others: at the top dose activation, usual class: activators; Q8WZA2; AID 720711; 0.079% of 360,000 active; also: potency is read from the fitted curve at half-maximal effect; nearly all actives have a fitted effect of over 50% in size
Target sequence (Q8WZA2 whole entry, looked up): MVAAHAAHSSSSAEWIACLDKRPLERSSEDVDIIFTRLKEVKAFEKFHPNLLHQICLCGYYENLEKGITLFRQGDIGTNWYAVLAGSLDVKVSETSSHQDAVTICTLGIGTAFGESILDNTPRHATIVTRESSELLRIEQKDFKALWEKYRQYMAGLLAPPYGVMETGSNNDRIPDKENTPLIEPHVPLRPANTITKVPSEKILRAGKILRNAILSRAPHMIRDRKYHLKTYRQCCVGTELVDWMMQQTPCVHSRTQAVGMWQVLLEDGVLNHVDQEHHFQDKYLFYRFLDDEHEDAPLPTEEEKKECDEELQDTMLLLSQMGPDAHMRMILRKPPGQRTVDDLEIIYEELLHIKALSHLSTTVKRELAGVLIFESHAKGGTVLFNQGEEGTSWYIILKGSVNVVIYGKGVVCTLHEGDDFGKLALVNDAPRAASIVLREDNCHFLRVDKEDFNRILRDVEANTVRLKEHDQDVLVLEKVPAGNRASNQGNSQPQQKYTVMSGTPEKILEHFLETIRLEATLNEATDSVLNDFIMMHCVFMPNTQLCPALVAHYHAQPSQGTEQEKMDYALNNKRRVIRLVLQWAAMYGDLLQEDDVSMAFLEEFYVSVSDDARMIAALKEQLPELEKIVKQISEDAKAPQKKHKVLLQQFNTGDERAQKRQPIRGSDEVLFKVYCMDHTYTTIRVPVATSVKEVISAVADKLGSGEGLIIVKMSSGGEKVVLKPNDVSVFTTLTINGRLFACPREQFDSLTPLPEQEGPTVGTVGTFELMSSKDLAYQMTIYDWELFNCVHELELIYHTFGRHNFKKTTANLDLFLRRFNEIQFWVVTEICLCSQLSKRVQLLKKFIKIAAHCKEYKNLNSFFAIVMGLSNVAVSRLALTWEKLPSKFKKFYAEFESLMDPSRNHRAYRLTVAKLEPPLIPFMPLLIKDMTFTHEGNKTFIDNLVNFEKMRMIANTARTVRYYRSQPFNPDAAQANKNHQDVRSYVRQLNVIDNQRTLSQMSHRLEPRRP
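EPAC2 (100 nM) mixed with Rap1B loaded with BODIPY-GDP (250 nM) plus 50 uM unlabeled GDP; compounds pinned in, 5 min RT, then read every 5 min for 30 min (ex 480, em 540 nm). Normalized to cAMP control.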
Abeta rescue – compounds reversing amyloid beta toxicity in yeast. AID 1347071. Potency, µM (top dose mostly 46.1 µM), inactives show at the highest dose growth rescue, actives largely listed as activators. 0.063% of 410,000 active. yeast expressing A-beta42, growth rescue, OD600, 48 h; response scale: 0% DMSO, 100% iron-clioquinol control; also: potency is read from the fitted curve at half-maximal effect; nearly all actives have a fitted effect of over 55% in size
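Yeast A-beta toxicity model in growth medium with pinned compounds, 48 h at 30 C; growth read as absorbance at 600 nm. Normalized to FeCl3/clioquinol equimolar mix (positive) and DMSO (negative).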
aSyn rescue – inhibitors of alpha-synuclein toxicity in yeast; Yeast expressing alpha-synuclein, growth rescue, BacTiter-Glo, 24 h; Potency, µM (top dose mostly 46.1 µM), for the others: top-dose growth rescue (activation), usual class: activators; 0.14% of 370,000 active; AID 652106; also: potency is read from the fitted curve at half-maximal effect; % of control where 0% means no effect; nearly all actives have a fitted effect of over 65% in size
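Galactose-induced alpha-syn yeast (OD600=0.02, raffinose-pregrown) + pinned cpd, 24 hr, 30 deg C; growth by BacTiter-Glo luminescence. Growth restoration scores as activation.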
FUS yeast rescue – FUS proteinopathy suppression in yeast; 0.24% of 390,000 active; S. cerevisiae FUS-expressing, growth rescue, OD600, 24 h; Potency, µM (top dose mostly 76.6 µM), without a hit: at the top dose growth rescue (activation), usual class: activators;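 also: potency is read from the fitted curve at half-maximal effect; plate controls were DMSO vehicle for no effect and reference control for full effect; nearly all actives have a fitted effect of over 55% in size; some results filed as inactive show a strong effect at the top dose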
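Toxicity suppression screen in FUS-yeast. Cells induced with 2% galactose, starting OD 0.005, treated 24hr at 30C with compounds at multiple final concentrations; growth by OD600.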
EPAC2 antag – EPAC2 (human) antagonism | 0.18% of 360,000 active | Potency, µM (titrated, usually from 114 µM), for inactives: at the top dose activity, negative = inhibition, actives largely listed as inhibitors | EPAC2 GEF exchange of Rap1B-BODIPY-GDP, fluorescence | Q8WZA2; also: potency is read from the fitted curve at half-maximal effect; % is scaled to controls: 0 for no effect and ±100 for the full control effect; nearly all actives have a fitted effect of over 45% in size; many of its hits are not listed in these tables
Starred values were filed as active, the others as inactive; ? = inconclusive; . = no result given; [ ] = another dose, or the depositor's remark. Unless noted, calls follow the shape of the dose curve; as a rule, active = well fitted curve in the direction sought with a large enough effect; inconclusive = small, poorly fitted or top-dose-only effect, or another doubt; inactive = no such curve, though single readings can be large; an effect the other way counts as inactive or inconclusive. A portion of the library. The share of hits here may be higher or lower than overall.

SMILES | D3 antag | DRD3 agonist | TDP-43 yeast inh | EPAC2 ag | Abeta rescue | aSyn rescue | FUS yeast rescue | EPAC2 antag
OCC1(CCc2ccccc2)CCN(Cc2c(F)ccc(F)c2F)CC1 | ? | -8 | 3% | 1% | -4% | 0% | 14% | 3%[57.1 µM]
O=C(NC1=NCCS1)c1ccc([N+](=O)[O-])cc1Cl | -3 | -1 | -7%[9.22 µM] | 11% | -26% | 0% | 4% | 8%
CC(=O)c1ccc(NC(=S)N2CCN(c3cccc(Cl)c3)CC2)cc1 | -2 | -3 | -9% | -1% | -5% | -8% | 8% | -4%
N#Cc1ccc(CN2CCN(C(=O)CN3C(=O)NC4(CCCC4)C3=O)CC2)cc1 | 6 | 17 | -1% | -1% | -8% | -3% | 12% | -3%
CC1=C(C(=O)N(C(C)C)C(C)C)CC(CC(=O)NCCCCc2ccccc2)C(=O)N1CCC1=CCCCC1 (stereo not given) | -16 | 0 | 0% | 0% | -8% | 0% | 45% | -18%
CC(C)c1cc(Cn2c3ccccc3c(=O)n2C(C)Cn2cc(CCCC#N)nn2)on1 (stereo not given) | 6 | -7 | 20% | 1% | -16% | 1% | 17% | 5%
COc1ccccc1NC(=O)C(O)C(O)C(=O)Nc1ccccc1OC (stereo not given) | 4 | 6 | 9% | 2% | 7% | 9% | 8% | 0%
C=CCC[C@@H](Cc1ccc(F)cc1)C(=O)OC[C@@H]1CCCN1C(=O)[C@H](CC=C)CC(=O)N[C@H](CO)Cc1ccccc1 | 29 | 6 | ? | -8% | 6% | ? | 20µM* | -19%
Cc1ccc(CN2C(=O)CCC2C(=O)NCc2cccnc2)cc1 (stereo not given) | -28 | -15 | -13% | 6% | 13% | -1% | 17% | -5%
Cc1cccc(Cn2cnc3c(nnn3Cc3ccc(Cl)cc3)c2=O)c1 | 23 | 11 | 0% | 7% | -5% | -7% | 14% | 21%
O=C(/C(=N\Nc1ccccc1)Sc1nnnn1-c1ccccc1)c1ccccc1 | -21 | -7 | 1% | -5% | -6% | -4% | . | 15%
O=C(COc1ccccc1)NCc1ccc2c(c1)CCN2C(=O)c1ccc(Cl)cc1 | . | 7 | 23% | . | -8% | . | -17% | .
Cc1ncsc1C(=O)N1CCCC(C(=O)c2ccc3ccccc3c2)C1 (stereo not given) | 0 | -3 | 11% | 20% | -10% | 2% | 26% | -3%
CCn1c(SCc2ccccc2)nc2cc(S(N)(=O)=O)ccc21 | 16 | 11 | -8% | 8% | 8% | 3% | 28% | -14%
CC(C)(C)N=C1NN=C(c2ccc(Cl)cc2)CS1 | -8 | -11 | 7% | 3% | 29% | 1% | 10% | -4%
Cc1cc(N2CCCC2)ccc1/C=C1/C(=O)N(C)C(=S)N1C | -8 | 3 | -11%[0.397 µM] | 1% | -12% | -2% | -2% | 18%
COc1ccc(NC(=O)Nc2ccon2)c(OC)c1 | -6 | -2 | 16% | 2% | -7% | 0% | 19% | 2%
CCOc1ccc(C2C(C#N)=C(N)Oc3cc(C)n(CCN4CCOCC4)c(=O)c32)cc1OCC (stereo not given) | 0 | -6 | -8% | 8% | -10% | 0% | 35% | -7%
Cc1nn(-c2ccccc2)c(C)c1C(=O)OC(C)C(=O)NC1CCCCC1C (stereo not given) | 11 | 1 | ? | 1% | -6% | -11% | 6% | 3%
CC(=O)c1ccc(N2CCN(C(=O)c3noc4c3CSc3ccccc3-4)CC2)cc1 | -14 | 2 | 10% | 10% | . | -6% | -22% | 1%
N#CC1=C(N)OC2=C(C(=O)CCC2)C1CCc1ccccc1 (stereo not given) | -1 | -2 | -10% | -1% | 11% | 5% | 4% | 5%
Cc1nc2ccccc2n1C(=O)c1ccc(Cl)cc1[N+](=O)[O-] | 0 | 1 | 25% | 0% | -2% | 0% | -5% | 9%
O=C(N/N=C/c1cc2c(cc1Br)OCO2)c1ccccn1 | -5 | -18 | 6% | -1% | 10% | -10% | -9% | 0%
Cc1cc2nc(-c3ccc(F)cc3)c(Cc3cccc(Cl)c3)n2c(C)c1Br | ? | -10 | 0% | 10% | -3% | -4% | 12% | -1%
C[C@H](NC(=O)[C@H]1N2C(=O)c3ccccc3C2SC1(C)C)C(=O)N1CCC[C@H]1C(=O)O (stereo not given in full) | 15 | 8 | 7% | 3% | -7% | 4% | -15% | -5%

An excerpt of these results, as tab-separated lines.
SMILES	D3 antag	DRD3 agonist	TDP-43 yeast inh	EPAC2 ag	Abeta rescue	aSyn rescue	FUS yeast rescue	EPAC2 antag
CCn1c(SCc2ccccc2)nc2cc(S(N)(=O)=O)ccc21	16	11	-8%	8%	8%	3%	28%	-14%
CC(C)(C)N=C1NN=C(c2ccc(Cl)cc2)CS1	-8	-11	7%	3%	29%	1%	10%	-4%
Cc1cc(N2CCCC2)ccc1/C=C1/C(=O)N(C)C(=S)N1C	-8	3	-11%[0.397 µM]	1%	-12%	-2%	-2%	18%
COc1ccc(NC(=O)Nc2ccon2)c(OC)c1	-6	-2	16%	2%	-7%	0%	19%	2%
CCOc1ccc(C2C(C#N)=C(N)Oc3cc(C)n(CCN4CCOCC4)c(=O)c32)cc1OCC (stereo not given)	0	-6	-8%	8%	-10%	0%	35%	-7%
Cc1nn(-c2ccccc2)c(C)c1C(=O)OC(C)C(=O)NC1CCCCC1C (stereo not given)	11	1	?	1%	-6%	-11%	6%	3%
CC(=O)c1ccc(N2CCN(C(=O)c3noc4c3CSc3ccccc3-4)CC2)cc1	-14	2	10%	10%	.	-6%	-22%	1%
N#CC1=C(N)OC2=C(C(=O)CCC2)C1CCc1ccccc1 (stereo not given)	-1	-2	-10%	-1%	11%	5%	4%	5%
Cc1nc2ccccc2n1C(=O)c1ccc(Cl)cc1[N+](=O)[O-]	0	1	25%	0%	-2%	0%	-5%	9%
O=C(N/N=C/c1cc2c(cc1Br)OCO2)c1ccccn1	-5	-18	6%	-1%	10%	-10%	-9%	0%
Cc1cc2nc(-c3ccc(F)cc3)c(Cc3cccc(Cl)c3)n2c(C)c1Br	?	-10	0%	10%	-3%	-4%	12%	-1%
C[C@H](NC(=O)[C@H]1N2C(=O)c3ccccc3C2SC1(C)C)C(=O)N1CCC[C@H]1C(=O)O (stereo not given in full)	15	8	7%	3%	-7%	4%	-15%	-5%

Carrying on:
SMILES | D3 antag | DRD3 agonist | TDP-43 yeast inh | EPAC2 ag | Abeta rescue | aSyn rescue | FUS yeast rescue | EPAC2 antag
CCCNC(=O)C1CN(S(=O)(=O)c2ccccc2)CCN1S(=O)(=O)c1ccccc1 (stereo not given) | 8 | -10 | -14% | 8% | 4% | -8% | -4% | -10%
Cc1ccc(CCNS(=O)(=O)c2cc3c(cc2C)NC(=O)CO3)cc1 | 8 | -1 | 20% | -2% | 4% | 1% | -18% | -7%
COc1ccc2[nH]c(C(=O)NCc3ccccc3)cc2c1 | -7 | -12 | -13% | 1% | 10% | 13% | 31% | -2%
Nc1nc2n(n1)C(c1ccco1)CC(c1ccc(Cl)c(Cl)c1)N2 (stereo not given) | -10 | -8 | 4% | -1% | 5% | 3% | 32% | -6%[57.1 µM]
Cc1nc(CNC(=O)CC2C(=O)NCCN2Cc2ccc(F)cc2)cs1 (stereo not given) | 10 | 1 | 7% | 0% | 1% | 1% | . | 13%
Cc1ccc(S(=O)(=O)Nn2c(O)c(C=C3N=c4ccccc4=N3)sc2=S)cc1 | -16 | 5 | -3% | 0% | 2% | 2% | -19% | ?
CCOC(=O)c1ccc(COC(=O)c2ccc(-c3nnc(-c4ccccc4)o3)cc2)o1 | 24 | 3 | -12% | -5% | -14% | -9% | -16% | -4%
CNC(=O)c1c(NC(=O)C2=COCCO2)sc2c1CCN(C(=O)OC)C2 | 2 | 0 | 19% | 3% | -3% | 0% | 11% | 7%
CCOC(=O)N1CCN(S(=O)(=O)c2ccc(C(=O)NNc3nc4cc(C)cc(C)c4s3)cc2)CC1 | 19 | 17 | 5.6µM* | 4% | 2% | 2% | 35% | 15%
CC(=O)O[C@H]1C[C@@]2(O)[C@@H](OC(=O)c3ccccc3)C3[C@@](C)([C@@H](O)C[C@H]4OC[C@@]34OC(C)=O)[C@@H](O)[C@H](OC(C)=O)C(=C1C)C2(C)C (stereo not given in full) | 5 | 9 | 16% | 0% | -5% | -1% | 6% | 10%
CC(=O)COc1nc2c(c(-c3ccco3)c1C#N)CCc1ccccc1-2 | 11 | 12 | -8% | 4% | -15% | 17% | -11% | 0%
COc1ccc2nc(NC(=O)CSC3=NCCS3)sc2c1 | ? | -3 | 13% | 13% | 5% | 14% | 5% | -2%
O=C(C1CC1)N1N=C(c2ccc(Br)cc2)CC1(O)C(F)(F)F (stereo not given) | -10 | 0 | 9% | 16% | 4% | -1% | -25% | -19%
CCN(CC)CCCN(Cc1cc2cc(OC)c(OC)cc2[nH]c1=O)C(=O)Nc1ccccc1 | -22 | -2 | 7% | 12% | -13% | -4% | 12% | 11%
CN(C)/C=C(\C#N)S(=O)(=O)c1ccccc1 | 4 | -1 | 3% | 22% | -7% | -6% | -22% | -1%
CCOC(=O)Nc1sc(C(=O)N(CC)CC)c(C)c1C(=O)OCC | 8 | -1 | 4% | 4% | -2% | -12% | 19% | -5%
CC(C)c1ccc(N2CCN(C(=O)c3ccccc3NC(=O)/C=C\C(=O)O)CC2)cc1 | 0 | 6 | 24% | 6% | 21% | -3% | ? | 13%
Cc1nnc(SCc2cc(=O)c3ccccc3[nH]2)s1 | . | -13 | -14% | . | -13% | . | -8% | .
Cc1nn(C)c(C)c1CCNC(=O)Nc1ccccc1C(F)(F)F | . | -7 | 6% | . | -19% | . | 20% | .
COc1ccccc1OC(C)C(=O)Nc1ccc(-c2nc3ccccc3s2)cc1 (stereo not given) | . | -7 | -5% | . | -15% | . | 6% | .
CC(C)Cc1nc(SCC(=O)Nc2nnc(CC(C)C)s2)n[nH]1 | -4 | -8 | -17% | -14% | -6% | -2% | 19% | 4%
COC(=O)CCCC(=O)NC(C)c1cnn(-c2ccccc2C)c1C (stereo not given) | 1 | 12 | -9% | 12% | 7% | -5% | -8% | 3%
